RXFP1 antag – RXFP1 (human) relaxin receptor antagonism; AID 1259400; HEK293-RXFP1, relaxin-stimulated cAMP HTRF, 30 min; hits give low values; actives 0.59% (n = 350,000); activity change, negative = inhibition, % at 57.5 µM;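 active means activity change of -60% or lower, but not beyond a set lower limit; inconclusive means change between -60% and -40%, or beyond the set limit; inactive means change above -40%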; further: on the % scale 0 is the no-effect control and ±100 the full control effect
D1 antagonist – antagonists of human D1 dopamine receptor. AID 504652. actives 3.2% (n = 360,000). activity change, negative = inhibition, % at 10 µM. P21728. HEK293 TREx D1 cells, calcium flux, dopamine EC80; hits give low values; in the data active means activity change below about -30%; further: on the % scale 0 is the no-effect control and ±100 the full control effect
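After overnight tetracycline induction at 30 C, force-coupled D1 HEK293 cells took up a no-wash calcium dye at room temperature. Compounds were added and monitored 180 s, and the response to EC80 dopamine was then recorded.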
TRHR PAM – allosteric enhancers of human TRH receptor; TRHR cells, fluo-8 calcium fluorescence, EC20 TRH enhancement; AID 493056; actives 0.66% (n = 360,000); P34981; enhancement, % at 2 µM; in the data active means enhancement above about 30%; further: 0% is about no effect
Target sequence (P34981 whole entry, looked up): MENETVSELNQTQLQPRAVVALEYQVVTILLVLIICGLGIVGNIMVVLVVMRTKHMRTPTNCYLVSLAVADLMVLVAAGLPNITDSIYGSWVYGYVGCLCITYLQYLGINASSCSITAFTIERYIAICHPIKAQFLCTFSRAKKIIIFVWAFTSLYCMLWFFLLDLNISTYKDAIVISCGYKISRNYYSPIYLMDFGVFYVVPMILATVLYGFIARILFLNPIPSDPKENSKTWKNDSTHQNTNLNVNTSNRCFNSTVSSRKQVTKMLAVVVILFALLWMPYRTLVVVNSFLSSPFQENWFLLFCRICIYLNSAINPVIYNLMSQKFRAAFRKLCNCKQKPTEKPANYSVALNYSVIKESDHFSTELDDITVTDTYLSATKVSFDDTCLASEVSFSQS
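TRHR-expressing cells loaded with fluo-8 calcium dye were read kinetically (ex 480/em 530) during compound addition, then stimulated with an EC20 of TRH (10 nM final). Enhancement of the Gq-mediated intracellular calcium response was scored.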
D1 agonist – human D1 receptor agonism; HEK293 T-REx D1 cells, calcium flux, agonist mode; activation, % at 2 µM; actives 1% (n = 360,000); in the data active means activation above about 30%; further: 0% is about no effect
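Tetracycline-induced HEK293 TREx D1 cells, force-coupled to calcium signalling, were dye-loaded with a no-wash calcium kit. Compound was pin-added after a 10 s baseline. Fluorescence was read kinetically at 1 cycle/s for 180 s, with calcium rises flagged as agonism.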
RXFP1 agonist – RXFP1 (human) receptor agonism; Potency, µM (doses to about 57.5 µM), for the others: at the highest dose activation, actives largely listed as activators; actives 0.3% (n = 370,000); HEK293T-RXFP1 cAMP TR-FRET, 30 min; response scale: percent of porcine relaxin response, buffer zero; Q9HBX9; active means well fitted activation curve with a large enough effect; inconclusive means small, poorly fitted or top-dose-only effect; further: potency means the concentration at half of the fitted maximal effect; on the % scale 0 is the no-effect control and ±100 the full control effect; nearly all actives have a fitted effect of over 60% in size; many of its hits are not listed in these tables
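HEK293T cells stably expressing RXFP1 were pretreated with the PDE4 inhibitor Ro 20174, exposed to compounds for 30 min at 37C, lysed, and cAMP was read by TR-FRET. Data normalized to buffer (basal) and 29 nM porcine relaxin (100%).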
D1 potentiator – human D1 dopamine receptor positive modulation. HEK293 TREx D1 cells, calcium flux, dopamine EC20 potentiation. potentiation, % at 10 µM. actives 0.036% (n = 360,000); in the data active means potentiation above about 30%; further: 0% is about no effect
D2 ag – agonists of human D2 dopamine receptor; actives 0.53% (n = 340,000); P14416; HEK293 T-REx D2 cells, calcium flux agonist mode; activation, % at 2 µM;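 active means activation over 3 SD above normal in the single-dose calcium agonist read, cut at about 30% in these data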; further: 0% is about no effect
Target sequence (P14416 whole entry, looked up): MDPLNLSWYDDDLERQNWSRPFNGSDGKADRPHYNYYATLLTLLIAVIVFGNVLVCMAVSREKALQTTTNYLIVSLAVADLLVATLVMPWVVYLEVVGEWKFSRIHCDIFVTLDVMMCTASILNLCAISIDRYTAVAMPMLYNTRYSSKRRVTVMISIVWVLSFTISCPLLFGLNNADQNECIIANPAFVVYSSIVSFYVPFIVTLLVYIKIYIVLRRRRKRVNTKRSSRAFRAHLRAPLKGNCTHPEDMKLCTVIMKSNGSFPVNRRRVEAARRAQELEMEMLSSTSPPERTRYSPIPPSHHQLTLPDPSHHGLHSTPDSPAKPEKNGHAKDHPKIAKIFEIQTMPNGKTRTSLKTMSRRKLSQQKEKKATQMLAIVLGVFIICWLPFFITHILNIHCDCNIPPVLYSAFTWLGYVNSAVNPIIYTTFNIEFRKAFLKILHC
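Tetracycline-induced HEK293 Trex cells with D2 receptor force-coupled to calcium signaling, plated overnight at 30 C and loaded with no-wash calcium dye. Calcium flux read kinetically for 180 s after compound addition; responses flag agonists.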
D2 potentiator – positive allosteric modulators of human D2 dopamine receptor; P14416; actives 0.34% (n = 340,000); HEK293 T-REx D2, calcium flux, EC20 dopamine potentiation; AID 485347; potentiation, % at 10 µM;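 active means potentiation over 3 SD above the plate norm, cut at about 30% in these data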; further: 0% is about no effect
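Tetracycline-induced Hek293 Trex D2 cells, force-coupled to calcium, loaded with no-wash calcium dye. Compound added with 180 s kinetic read for agonism, then EC20 dopamine and a further 180 s read for potentiation.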
D2 antag – D2 dopamine receptor (human) antagonism. AID 485344. HEK293 TREx D2 cells, calcium flux, dopamine EC80. actives 2% (n = 340,000). P14416. inhibition, % at 10 µM; in the data active means inhibition above about 30%; further: 0% is about no effect
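Overnight-induced (tetracycline, 30 C) HEK293 T-REx cells carrying force-coupled D2 receive a no-wash calcium dye, then compound, then EC80 dopamine at 180 s; signals are read kinetically throughout.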
The depositor's hits bear a star; ? = inconclusive; . = no result given. The list is partial, so the mix of outcomes need not match the whole.

SMILES	RXFP1 antag	D1 antagonist	TRHR PAM	D1 agonist	RXFP1 agonist	D1 potentiator	D2 ag	D2 potentiator	D2 antag
CCC(C)NC(=O)c1cn(CC)c2cc(N3CCN(C)CC3)c(F)cc2c1=O (configuration not stated)	2	0	6	2	-1.5%	-4	6.4	11	-4
CC1CCN(S(=O)(=O)c2ccc3c(c2)CCN3C(=O)C2CCC2)CC1	6	15	2	1	2.2%	-11	1.9	-9	6
CC1CCN(S(=O)(=O)c2cn(CC(=O)Nc3cccc(C#N)c3)cn2)CC1	-2	-1	-2	1	1.7%	-1	0.3	-5	-3
CC(C)C(=O)Nc1ccc(NC(=O)c2cccc(F)c2)cn1	-9	4	23	4	-0.4%	-6	-0.7	-2	16
O=C(Nc1ccc(S(=O)(=O)NCc2cccnc2)cc1)c1ccccc1Cl	13	-5	-4	1	0.9%	-4	-0.8	-8	8
COc1ccc(NC(=O)C2CCN(S(=O)(=O)c3cccc4cccnc34)CC2)cc1	.	-12	-1	3	0.3%	1	-0.1	-1	28
Cc1ccc2c(c1)N(C(=O)N1CCC(C(=O)NC3CCCCCC3)CC1)CC(C)O2 (configuration not stated)	-7	12	-1	1	-1.2%	4	-1.4	-5	.
Cc1ccc(C)c(-n2cc(CNCCc3cnccn3)c(-c3ccccc3)n2)c1	1	3	-6	14	2.8%	-2	-0.2	-14	1
O=C(/C=C/c1ccccc1)NNC(=O)C1CC1	-11	-4	2	0	2.3%	6	1.1	18	-6
Cc1ccc(CNC(=O)C(=O)NCC2OCCN2S(=O)(=O)c2ccc(C)cc2)cc1 (configuration not stated)	-4	-12	-5	2	-0.2%	1	0.7	-3	-20
Cn1ccc2cc(S(=O)(=O)N3CCCC(C(=O)NCc4ccc(F)cc4)C3)ccc21 (configuration not stated)	-1	8	-4	0	0.1%	-4	1.3	3	.
CCOc1ccc(/C=N/NC(=O)NC23CC4CC(CC(C4)C2)C3)cc1O	-24	-4	4	2	4.4%	5	-1.5	-8	-1
O=C(Nc1cc(C(F)(F)F)ccc1N1CCOCC1)c1cccnc1Cl	-2	-5	-3	1	-0.4%	0	-0.9	-1	-9
COc1ccc(NC(=O)CSc2nc3ccsc3c(=O)n2Cc2ccccn2)c(OC)c1	-7	-9	-7	1	0.0%	1	-0.7	11	-2
C#CC1(NC(=O)NC(C)C)CCCCC1	9	1	-3	2	1.0%	4	.	.	.
CCOc1ccc(NC(=O)C2CCN(C(=O)NCc3ccccc3)CC2)cc1	1	-3	-5	0	1.1%	-8	-1.6	-4	-14
CCCCCC(=O)N[C@@H](c1ccccc1)[C@@H](O)C(=O)O[C@H]1C[C@@]2(O)[C@@H](OC(=O)c3ccccc3)C3[C@](C)(C(=O)[C@H](OC(C)=O)C(=C1C)C2(C)C)[C@@H](O)C[C@H]1OC[C@@]31OC(C)=O (some centres not stated)	.	0	9	3	0.6%	5	3.0	-1	-38
COc1cccc2sc(N3CCN(c4nc5ccccc5s4)CC3)nc12	-6	-8	-3	5	3.3%	1	0.1	-9	3
Cc1ccc(-c2nnn(CC(=O)N(CC(=O)NC3CCCCC3)c3cccc(F)c3)n2)o1	-1	-4	3	8	1.6%	-2	.	-16	.
COc1cc2c(OC(C)=O)c3c(c(-c4ccc5c(c4)OCO5)c2cc1OC)C(=O)OC3	15	-16	3	0	1.6%	-6	-0.2	7	-7
O=C(CCCOc1ccccc1)N1CCN(S(=O)(=O)c2ccccc2)CC1	1	12	3	3	2.2%	-6	-1.1	-3	-20
CCOc1nc(SC(C(C)=O)C(=O)Nc2ccccc2)nc(N(C)C)n1 (configuration not stated)	-15	-3	1	-1	0.9%	21	-0.1	4	-10
Cc1ccc(C)c(C(=O)NCc2ccncc2)c1	7	2	-3	2	0.5%	-1	.	7	.
O=C(CNCc1ccccn1)Nc1ccc([N+](=O)[O-])cc1C(=O)Nc1ccccc1F	-5	5	-2	0	-2.1%	3	-0.4	9	3
CCN(CC)S(=O)(=O)c1ccc2c(c1)N(CC(=O)NCC(C)c1ccccc1)C(=O)CO2 (configuration not stated)	-6	7	-8	4	-0.5%	2	-0.3	-8	.

Single records, as listed above. Order of values: RXFP1 antag | D1 antagonist | TRHR PAM | D1 agonist | RXFP1 agonist | D1 potentiator | D2 ag | D2 potentiator | D2 antag
COc1ccc(NC(=O)CSc2nc3ccsc3c(=O)n2Cc2ccccn2)c(OC)c1 in the list: -7 | -9 | -7 | 1 | 0.0% | 1 | -0.7 | 11 | -2
COc1cccc2sc(N3CCN(c4nc5ccccc5s4)CC3)nc12 in the list: -6 | -8 | -3 | 5 | 3.3% | 1 | 0.1 | -9 | 3
CCOc1ccc(/C=N/NC(=O)NC23CC4CC(CC(C4)C2)C3)cc1O in the list: -24 | -4 | 4 | 2 | 4.4% | 5 | -1.5 | -8 | -1

Grouped by structure, the entries above containing an aryl methoxy group.
SMILES	RXFP1 antag	D1 antagonist	TRHR PAM	D1 agonist	RXFP1 agonist	D1 potentiator	D2 ag	D2 potentiator	D2 antag
COc1ccc(NC(=O)C2CCN(S(=O)(=O)c3cccc4cccnc34)CC2)cc1	.	-12	-1	3	0.3%	1	-0.1	-1	28
COc1ccc(NC(=O)CSc2nc3ccsc3c(=O)n2Cc2ccccn2)c(OC)c1	-7	-9	-7	1	0.0%	1	-0.7	11	-2
COc1cccc2sc(N3CCN(c4nc5ccccc5s4)CC3)nc12	-6	-8	-3	5	3.3%	1	0.1	-9	3
COc1cc2c(OC(C)=O)c3c(c(-c4ccc5c(c4)OCO5)c2cc1OC)C(=O)OC3	15	-16	3	0	1.6%	-6	-0.2	7	-7

(more compounds)
SMILES	RXFP1 antag	D1 antagonist	TRHR PAM	D1 agonist	RXFP1 agonist	D1 potentiator	D2 ag	D2 potentiator	D2 antag
Cc1ccnc(NC(=O)c2ccc(Cl)s2)c1	5	-2	-2	0	2.0%	-11	0.0	-3	6
O=C(c1scc2c1CCCC2)N1CCOCC1	8	9	7	3	0.3%	-5	-0.7	-1	5
COc1cc(OC)cc(-c2sc3ccc(OC)cc3c2C#CC(C)(C)O)c1	.	.	8	1	0.5%	8	-0.3	-3	-8
CCC(=O)Nc1nnc(S(=O)(=O)N(CC(C)C)c2ccccc2)s1	-1	-13	1	0	-1.0%	1	-1.9	11	19
Clc1ccc(CN2CCc3c([nH]c4ccccc34)C2)cc1Cl	-64*	6	1	4	0.5%	5	0.5	-12	-33
COc1ccc(NC(=O)Cn2nc(SC)c(S(=O)(=O)c3ccc(C)cc3)c2N)cc1OC	.	-9	4	2	-0.3%	-8	0.3	-2	.
COC(=O)c1c(NC(=O)/C=C/C(=O)O)sc(Cc2ccccc2)c1C	-9	-1	20	3	1.4%	-1	-0.8	-2	-9
Cc1cc(C)c(S(=O)(=O)N2CCCOC2CNC(=O)C(=O)NCc2cccnc2)c(C)c1 (configuration not stated)	-1	-1	-3	1	1.6%	15	2.6	13	-5
O=C(CN1CCCCCCC1)Nc1cc(Cl)cc(Cl)c1	-10	13	-7	0	-0.8%	6	-1.4	-22	-19
Cc1ccc(S(=O)(=O)Nc2nonc2C)cc1	-7	12	-1	4	1.7%	-1	0.9	0	8
O=C(Cc1ccc([N+](=O)[O-])cc1)N1N=C(c2ccncc2)CC1(O)C(F)(F)F (configuration not stated)	6	12	-9	8	12%	0	0.9	-1	4
CCCCc1nn2c(=O)cc(COC(=O)c3cccc(NC(=O)COc4ccccc4)c3)nc2s1	-15	-12	-6	0	3.7%	-1	1.6	3	.
COc1ccc(C2=C(c3ccc([N+](=O)[O-])cc3)C(=O)OC2)cc1	-11	-8	2	0	3.5%	10	-0.1	21	-10
CC(C)N(C#N)c1nc(N2CCOCC2)nc(N2CCOCC2)n1	-1	2	-3	2	0.9%	-4	0.0	3	-14
CN(C)c1ccc2nc3c(=O)[nH]c(=O)nc-3n(CC(O)C(O)C(O)CO)c2c1 (configuration not stated)	4	3	4	46*	?	-2	3.3	2	2
Cc1ccc(-c2ccc(CCC(=O)O)n2NC(=O)c2ccco2)cc1	-29	14	7	4	6.1%	-3	0.5	9	-6
COc1ccc(OC)c(CNC(=O)CCc2nc(-c3cccs3)no2)c1	.	-12	9	-4	1.7%	-3	0.2	-3	6
CC1CCCCC1NC(=O)C1CCC(CNS(=O)(=O)c2ccccc2)CC1 (configuration not stated)	14	14	14	-2	-1.2%	2	-1.1	6	20
CC(C)CNC(=O)CN1C(=O)NC2(CCCc3ccccc32)C1=O (configuration not stated)	-2	-16	31*	3	-0.5%	-6	0.3	4	20
CCc1ccc(S(=O)(=O)NCCc2cn3ccsc3n2)s1	-4	-5	-2	3	-0.3%	-3	0.2	2	-3
CCCCOC(=O)c1ccc(NC(=O)COC(=O)c2ccc3ncsc3c2)cc1	5	-24	-1	4	0.1%	-7	-0.8	-4	-10
O=C(c1cc2nc(-c3ccccc3)cc(C(F)(F)F)n2n1)N1CCOCC1	16	-12	-4	0	3.1%	0	1.4	-3	-19
CC(=O)Nc1nc2c(c3c1c(=O)oc1ccccc13)CC(C)CC2 (configuration not stated)	.	-7	-2	1	?	2	0.8	-13	-30
CC(C)NC(=O)CCn1c(=S)oc2ccccc21	7	-1	-3	2	-0.8%	-2	0.1	-1	-7
CCOC(=O)c1cccc(Nc2nc(-c3cccnc3)nc3ccccc23)c1	-26	-2	6	2	1.0%	0	-1.6	0	-11
COC(=O)c1cc(Br)c(=O)n(Cc2ccc3c(c2)OCO3)c1	18	-17	-1	-1	9.5%	-8	0.0	6	-15
CCOC(=O)c1ccc(NC(=O)c2c(NCc3cc(OC)c(OC)cc3OC)sc3c2CCCC3)cc1	-13	1	4	2	0.5%	6	1.0	23	.

D1 agonist, what is marked active above.
| smiles | RXFP1 antag | D1 antagonist | TRHR PAM | D1 agonist | D1 potentiator | D2 potentiator | D2 antag |
| --- | --- | --- | --- | --- | --- | --- | --- |
| CN(C)c1ccc2nc3c(=O)[nH]c(=O)nc-3n(CC(O)C(O)C(O)CO)c2c1 (configuration not stated) | 4 | 3 | 4 | 46* | -2 | 2 | 2 |
